Source: PubChem (Sanford-Burnham Center for Chemical Genomics)
EphA4 KYL inhibition: inhibitors of EphA4 binding to KYL peptide, primary screen, biochemical, colorimetric, mouse EphA4 (AID 689); EphA4-AP binding to KYL peptide, pNPP A405; higher % means a stronger effect; inhibition, % at 10 µM, or IC50 in µM where a hit was titrated; actives 0.1% (n = 62,000); in the data active means a potency from the dose series; inactive means the rest, 99 in 100 with inhibition below about 22%
Numbers without * were called inactive; & = joins results of further samples. A portion of the library, so the mix of outcomes need not match the whole.

EphA4 KYL inhibition | SMILES
-11.2% | Cc1ccc(OCC(O)Cn2c(N3CCOCC3)nc3c2c(=O)[nH]c(=O)n3C)cc1 (stereo unspecified)
-2.3% | O=C(c1c(Cl)nc2sccn12)N(C(=O)c1c(Cl)nc2sccn12)c1ccc(Cl)cn1
-3.0% | O=C(OCC(=O)N1CCOCC1)C(c1ccccc1)c1ccccc1
-5.6% | Cc1nnc(N(Cc2ccco2)C(=O)c2ccno2)s1
9.3% | Cc1cccc(N2CCN(C(=O)Nc3ccc(Cl)cc3)CC2)c1C
-18.3% | Cc1cc(NC(=O)c2cccc(S(=O)(=O)N(C)C)c2)n(-c2ccccn2)n1
0.2% | Cc1cc(-c2nnc3n2N=C(C(C)(C)C)CS3)n[nH]1
-13.3% | CCOc1nnc(C)c2c(C)n(-c3cccc(OC)c3)nc12
-9.7% | Cc1ccc2cc3cc(C(=O)NCc4ccc5c(c4)OCO5)oc3nc2c1
4.7% | Cc1nc2ccc(S(=O)(=O)NC(CC(C)C)C(=O)O)cc2s1 (stereo unspecified)
-13.2% | Cc1ccc(S(=O)(=O)CC(O)CN2CCCC2=O)cc1 (stereo unspecified)
-0.3% | Fc1cccc(CSc2ncnc3c2oc2ccccc23)c1
-8.6% | CCOC(=O)C(CCCCCOc1ccc([N+](=O)[O-])cc1)C(=O)OCC
-7.6% | CCOC(=O)C(C)n1nc(/C=C/c2ccccc2)ccc1=O (stereo unspecified)
5.2% | O=c1cc(NCCCO)c2ccccc2o1
-3.7% | CCOC(=O)C1C(=O)C=C(c2ccc(OC)cc2)CC1c1ccco1 (stereo unspecified)
-1.8% | Brc1cccc(-c2nnc(SCc3nc4ccccc4[nH]3)o2)c1
-2.4% | Cn1c(=O)c2c(nc(Sc3nc4ccccc4n3Cc3ccccc3)n2C)n(C)c1=O
-4.4% | COc1ccccc1-c1coc2cc(OC(=O)c3ccc(Cl)cc3Cl)ccc2c1=O
-5.7% | Cc1ccc(CON=C2CCN(c3ncc(C(F)(F)F)cc3Cl)CC2)cc1
-11.6% | Cc1cc(NC(=O)C2CCC2)n(-c2ccccn2)n1
-7.8% | COc1ccc(NC(=O)[C@H](CCS(C)(=O)=O)N2Cc3ccccc3C2=O)c(OC)c1
-1.3% | CCN(C(=O)COc1cc(=O)n(CC)c2ccccc12)c1cc(Cl)ccc1OC
13.2% | COc1ccc(COC(=O)c2nc3nc(C)cc(C)n3n2)cc1F
-13.9% | COc1cc(C(=O)O/N=C2/C=CC(=O)C(C)=C2C)cc(OC)c1OC
43.4% | CCCCn1c(=NC(=O)c2ccc3c(c2)OCO3)c(C#N)cc2c(=O)n3cccc(C)c3nc21
-0.4% | C/C(=N\NS(=O)(=O)c1ccc(C)cc1)c1ccc(Br)s1
6.2% | CC1(C)CC(=O)C2=C(C1)OC(N)=C(C#N)C2C#Cc1ccccc1 (stereo unspecified)
-16.1% | O=C1NC(=O)C(CC(=O)N(c2ccccc2)C2(C(=O)NC3CCCC3)CCCCC2)N1 (stereo unspecified)
-7.2% | O=C(C#Cc1ccccc1)c1ccc([N+](=O)[O-])cc1
11.7%&-6.3% | O=S(=O)(NCCSc1nc2ccccc2o1)c1ccccc1
-10.2% | Cc1cccc(NC(=O)N2CCC(c3nc4ccccc4o3)CC2)c1
4.9% | O=C1C2C3C=CC(C3)C2C(=O)N1CCc1ccccc1 (stereo unspecified)
-3.4% | COc1ccc2nc(NC(=O)CSC3=NCCS3)sc2c1
-10.9% | COc1ccc(OC)c(NC(=O)C(=O)/C=C(\O)c2cc(OC)ccc2OC)c1
-9.4% | CCOc1ccc(/C=N/NC(=O)C(C)N(c2ccc(OC)cc2)S(C)(=O)=O)cc1 (stereo unspecified)
-3.6% | NC(=O)N1OCC2COc3ccc4ccccc4c3C21 (stereo unspecified)
-4.9% | COCCNC(=O)CS(=O)Cc1nc(-c2ccccc2C)oc1C (stereo unspecified)
-24.4% | O=C(CCN1CCCCC1)c1ccc2c(c1)OCCO2
7.0% | CC1CN(c2nc(-c3ccccc3)nnc2-c2ccccc2)CC(C)O1 (stereo unspecified)
-17.0% | CCOc1ccc(C(=O)Nc2ccccc2C(=O)O)cc1
-4.0% | O=C(Nc1nnc(-c2ccc(Cl)cc2)o1)c1ccccc1Br
-13.8% | CCCOc1ccc(N2C(=O)CC(N3CCN(S(=O)(=O)c4ccccc4)CC3)C2=O)cc1 (stereo unspecified)
3.6% | CCn1c(SCC(=O)c2ccc(C)cc2)nnc1-c1ccncc1
4.3% | CC(C)c1ccc(-c2nc(N)c3c(=O)oc4ccccc4c3n2)cc1
-19.8% | CCCCCC(C(=O)O)C(C)CC(=O)NC1CCCCC1 (stereo unspecified)
-8.7% | CSc1nnc(-c2ccncc2)n1CCCN1CCCC1=O
2.0% | CCOC(=O)c1cc(C#N)c(Oc2ccc(F)cc2)nc1-c1ccccc1
-13.6% | Cc1n[nH]c(C)c1S(=O)(=O)N1CCc2ccccc21
-10.0% | CCc1nnc(NC(=O)Nc2ccc(Cl)cc2)s1

The list goes on:
EphA4 KYL inhibition | SMILES
-13.5% | CCn1nnnc1-c1ccc(OC)c(S(=O)(=O)NCCc2ccc(OC)c(OC)c2)c1
2.1% | CC(C)NC(=O)c1onc(CSc2ccc(F)cc2)c1C(=O)O
-7.8% | COc1cc(C)nc(N2CCC(C(=O)NC3CCCCC3)CC2)n1
-0.8% | c1ccc(COc2ccc(Nc3ncnc4nc[nH]c34)cc2)cc1
-3.1% | Cc1sc2nc(C(C)Nc3ccccc3N3CCOCC3)[nH]c(=O)c2c1C (stereo unspecified)
-11.6% | O=S(=O)(c1cccc2cccnc12)N1CCc2ccccc21
1.3% | O=C(NCCOC(=O)c1ccc(C(=O)OCCNC(=O)c2ccccc2)o1)c1ccccc1
-2.0% | COc1ccc(OC)c(C2C(C(=O)c3cc4ccccc4o3)=C(O)C(=O)N2c2cc(C)on2)c1 (stereo unspecified)
0.9% | COc1ccc(N(Cc2cc3cc(OC)ccc3[nH]c2=O)S(C)(=O)=O)cc1
-8.1% | COc1ccc(OC)c(N(CC(=O)NCCc2ccc(OC)c(OC)c2)S(=O)(=O)c2ccc(OC)c(OC)c2)c1
-11.7% | CCn1c(SCC(=O)Nc2cccc(C)n2)nnc1-c1ccco1
3.9% | O=C(CCc1c[nH]c2ccccc12)NCc1ccc2c(c1)OCO2
-19.0% | NS(=O)(=O)c1ccc(NC(=O)CCC2CCCCC2)cc1
-2.4%&2.2% | N/C(Cc1cccs1)=N\OC(=O)COc1ccccc1
11.1µM* | O=C(NCc1ccccc1)c1ccc2nc(-c3ccco3)c(-c3ccco3)nc2c1
-10.5% | Clc1ccc(-c2nnc3n2CCCC3)cc1
-8.3% | CO/N=C(\c1nonc1N)N1CCN(c2ccc([N+](=O)[O-])cc2Cl)CC1
-15.6% | CCc1ccc2[nH]c(=O)c(C(c3nnnn3Cc3ccc(OC)cc3)N3CCOCC3)cc2c1 (stereo unspecified)
-2.2% | COC(=O)c1cccc(NC(=O)/C(=C\c2ccccc2)NC(=O)c2ccccc2Cl)c1
-16.1% | C=CCc1c(C)nc2c(C(=O)O)cnn2c1C
3.1% | O=C(CC1CC2CCC1C2)OCC(=O)c1c[nH]c2ccccc12 (stereo unspecified)
-5.2% | CCCCOc1ccc(C(=O)NCCCC(=O)N2CCCCC2)cc1
-13.9% | O=C(Oc1ccccc1C(=S)N1CCOCC1)c1cccc([N+](=O)[O-])c1
-1.7% | COc1ccc(NC(=O)c2cccc(Cl)c2)cc1Cl
0.1% | CCOCCCn1c(=S)[nH]c2cc(C(=O)N3CCOCC3)ccc2c1=O
-2.5% | Cc1cccc(NC(=O)NCC(c2cccnc2)N2CCOCC2)c1 (stereo unspecified)
-2.7% | O=C(Nn1c(=S)[nH]c2ccccc2c1=O)c1ccncc1
-4.3% | COC(=O)c1c(C(=O)OC)c(-c2ccc(C)cc2)n2c1CS(=O)C2 (stereo unspecified)
-12.9% | COc1ccc(/C=C/C(=O)NCc2cnn(C)c2C)cc1COc1ccc(Br)cc1
-13.7% | CCOC(=O)Cc1csc(NC(=O)c2c(-c3c(Cl)cccc3Cl)noc2C)n1
6.1% | CCOC(=O)c1cn(CC(=O)Nc2ccc(C)cc2)nn1
-10.7% | CCOC(=O)C(=CNc1cc(C)nn1-c1ccccc1)C(=O)OCC
-13.1% | CC1CCN(CC(C)CNC(=O)c2cc(-c3ccccn3)nc3ccccc23)CC1 (stereo unspecified)
-9.8% | O=C(COc1ccc(Cl)cc1)Nc1ccc(C(=O)NCc2cccnc2)cc1
-13.8% | COc1cccc(/C=C/C(=O)c2c(O)cc(C)oc2=O)c1O
13.4% | Nc1c(S(=O)(=O)c2cccs2)c2nc3ccccc3nc2n1CCc1ccccc1
-0.8% | CCOc1cc(/C=C2\C(=O)NC(=O)N(c3ccc(C)cc3)C2=O)c(Br)cc1OC
-10.9% | Cc1nc2ncnn2c(C)c1CCC(=O)N1CC(C)CC(C)C1 (stereo unspecified)
2.6% | COc1ccc(N(C)C(=S)Oc2ccc(C(=O)Nc3ccccc3)cc2)cc1
0.9% | COc1cccc(-c2cc(C(F)(F)F)nc(-n3cccn3)n2)c1
-1.4% | Clc1ccccc1Cn1nnc2c(N3CCCC3)ncnc21
-9.8% | CCN1CCN(c2nc(C)c3c(n2)CCCC3=O)CC1
6.1% | Cc1c(N=Cc2ccc(-c3ccc(Cl)cc3)o2)c(=O)n(-c2ccccc2)n1C
-8.2% | CCCN1C(=O)C(NC(C)=O)c2cc(OC)ccc21 (stereo unspecified)
2.5% | O=S(=O)(N/N=C1\CC(c2ccccc2)Oc2ccccc21)c1ccccc1 (stereo unspecified)
-2.8% | CCOC(=O)c1ccc(Oc2c(C)oc3c(CN4CCN(C)CC4)c(O)ccc3c2=O)cc1
2.0% | O=Cc1ccc(-c2ccccc2OC(F)(F)F)o1
-8.9% | Cc1cccc(-n2nnc(C(=O)NC3CCCc4ccccc43)c2N)c1 (stereo unspecified)
-8.7% | O=C(O)CN1C(=O)/C(=C\c2ccc(OC(=O)c3ccc(Cl)cc3Cl)cc2)SC1=S
4.0% | CC(C)CC(=O)NC(Nc1ccccc1F)C(Cl)(Cl)Cl (stereo unspecified)

Remaining list, next part:
EphA4 KYL inhibition | SMILES
-4.6% | COc1ccc(Br)cc1CN1CCN(S(=O)(=O)c2ccccc2)CC1
-5.0% | Cc1ccc2nc(-c3cc(NC(=S)NC(=O)c4ccco4)ccc3Cl)oc2c1
-19.4% | CCOC(=O)Cc1nnc(NC(=O)Nc2ccccc2)s1
0.8% | Cc1cc(/C([O-])=C(/C(=S)Nc2ccc(F)cc2)[n+]2ccccc2)c(C)n1-c1ccc(F)cc1
44.7% | Cc1ccc(/C=c2/sc3nnc(-c4ccccc4Cl)n3c2=O)o1
14.7% | CCOC(=O)c1cc2c(=O)n3ccccc3nc2n(Cc2ccco2)c1=NC(=O)c1cccnc1
-7.7% | Cc1nc(NC(=O)c2ccc(F)cc2)sc1C(=O)Nc1ccc2c(c1)CCC2
-7.3% | Cc1nnc(NC(=O)c2oc3c(ccc4ccccc43)c2C)s1
-10.9% | COc1ccc(CN2CCN(C(=O)CC(C)C)CC2)c(OC)c1OC
-7.9% | CC(C)(C)OC(=O)N1CCCC(C(=O)CC#N)C1 (stereo unspecified)

17 structures out of the list, ordered by formula weight, low to high:
EphA4 KYL inhibition | SMILES
-7.9% | CC(C)(C)OC(=O)N1CCCC(C(=O)CC#N)C1 (stereo unspecified)
2.0% | O=Cc1ccc(-c2ccccc2OC(F)(F)F)o1
-8.2% | CCCN1C(=O)C(NC(C)=O)c2cc(OC)ccc21 (stereo unspecified)
-9.8% | CCN1CCN(c2nc(C)c3c(n2)CCCC3=O)CC1
-1.4% | Clc1ccccc1Cn1nnc2c(N3CCCC3)ncnc21
-7.3% | Cc1nnc(NC(=O)c2oc3c(ccc4ccccc43)c2C)s1
4.0% | CC(C)CC(=O)NC(Nc1ccccc1F)C(Cl)(Cl)Cl (stereo unspecified)
44.7% | Cc1ccc(/C=c2/sc3nnc(-c4ccccc4Cl)n3c2=O)o1
-8.9% | Cc1cccc(-n2nnc(C(=O)NC3CCCc4ccccc43)c2N)c1 (stereo unspecified)
-10.9% | COc1ccc(CN2CCN(C(=O)CC(C)C)CC2)c(OC)c1OC
2.5% | O=S(=O)(N/N=C1\CC(c2ccccc2)Oc2ccccc21)c1ccccc1 (stereo unspecified)
-7.7% | Cc1nc(NC(=O)c2ccc(F)cc2)sc1C(=O)Nc1ccc2c(c1)CCC2
-4.6% | COc1ccc(Br)cc1CN1CCN(S(=O)(=O)c2ccccc2)CC1
-2.8% | CCOC(=O)c1ccc(Oc2c(C)oc3c(CN4CCN(C)CC4)c(O)ccc3c2=O)cc1
0.8% | Cc1cc(/C([O-])=C(/C(=S)Nc2ccc(F)cc2)[n+]2ccccc2)c(C)n1-c1ccc(F)cc1
-8.7% | O=C(O)CN1C(=O)/C(=C\c2ccc(OC(=O)c3ccc(Cl)cc3Cl)cc2)SC1=S
14.7% | CCOC(=O)c1cc2c(=O)n3ccccc3nc2n(Cc2ccco2)c1=NC(=O)c1cccnc1

Other records
EphA4 KYL inhibition | SMILES
-7.4% | COc1ccc(/C=N/Nc2nc3ccccc3o2)cc1O
-8.8% | Oc1ccc(Br)cc1C=Nc1cccc2ccccc12
-11.8% | Cc1cc(Br)ccc1NC(=O)c1ccc(C)c([N+](=O)[O-])c1
-5.9% | COc1ccc(C(=O)NC(Oc2ccccc2)C(Cl)(Cl)Cl)cc1 (stereo unspecified)
1.2% | CC(=O)Nc1ccc(C(=O)CSc2nnc(Cn3nnc4ccccc43)n2C)cc1
34.8% | Clc1ccc(-c2nn3c(-c4ccccc4)nnc3s2)cc1
8.9% | O=C(Nc1ccc(N2CCOCC2)cc1)c1cccc2c(Br)cccc12
-9.2% | O=C(NC1CCCCC1)C1CCC(CNS(=O)(=O)c2cccc3nsnc23)CC1 (stereo unspecified)
7.2% | O=C1NN(c2ccccc2)C(=O)/C1=C/c1cccc(Br)c1
2.5% | COc1ccc(CNC(=O)CSc2cccc3cccnc23)cc1
-11.8% | Cc1cccc(NC(=O)CSc2nc3nc(C)cc(C)c3c(=O)[nH]2)c1
-3.3% | COc1ccc2c(c1)nc(SCC(=O)C(C)(C)C)n2C
11.7% | Cn1c(C(=O)N2CCCC(C(=O)NCCCSC3CCCCC3)C2)cc2sccc21 (stereo unspecified)
-13.0% | COc1ccc(S(=O)(=O)Cc2ccc(C(=O)N3CCN(c4ccccn4)CC3)o2)cc1
